FXIIa inh 1536 – human FXIIa protease inhibitors, primary screen, biochemical, 1536-well; inhibition, % at 5 µM; AID 800, 2007; Coagulation factor XII (Homo sapiens), P00748; hit rate 0.3% among 220,000; purified FXIIa, Boc-QGR-AMC fluorogenic substrate, 2 h; in the data active = inhibition above about 40%;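 note: 0% = enzyme with no compound and 100% = blank without enzyme; many of its hits are not listed in these tables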
Target sequence (P00748 20-372 limits assumed): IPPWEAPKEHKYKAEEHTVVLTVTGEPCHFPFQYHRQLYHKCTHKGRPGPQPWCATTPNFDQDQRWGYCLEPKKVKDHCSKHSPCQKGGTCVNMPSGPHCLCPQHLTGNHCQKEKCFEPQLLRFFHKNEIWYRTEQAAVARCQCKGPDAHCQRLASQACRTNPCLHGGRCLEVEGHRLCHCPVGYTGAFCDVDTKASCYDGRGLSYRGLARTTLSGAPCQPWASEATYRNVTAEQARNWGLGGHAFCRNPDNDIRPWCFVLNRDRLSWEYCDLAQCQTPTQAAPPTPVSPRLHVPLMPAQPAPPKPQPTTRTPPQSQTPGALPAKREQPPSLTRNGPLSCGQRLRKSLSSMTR
Target sequence (P00748 373-615 limits assumed): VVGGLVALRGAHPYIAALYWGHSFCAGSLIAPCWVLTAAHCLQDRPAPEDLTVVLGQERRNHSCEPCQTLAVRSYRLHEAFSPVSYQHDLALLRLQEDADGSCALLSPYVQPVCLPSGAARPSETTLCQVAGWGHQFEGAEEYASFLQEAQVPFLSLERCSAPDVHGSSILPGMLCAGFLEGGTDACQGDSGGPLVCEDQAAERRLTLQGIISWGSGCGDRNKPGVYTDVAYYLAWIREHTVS
Cl transport mod – KCC2 cotransporter modulators, thallium flux, primary screen, cell-based, HEK293 KCC2, FluoZin-2 fluorescence, MLSMR | Solute carrier family 12 member 5 (Homo sapiens), Q9H2X9 | KCC2 cells, thallium flux FluoZin-2 fluorescence | B-score of Tl+ flux slope (higher = more flux/activation; lower = inhibition) at 10 µM | hit rate 2.2% among 190,000 | AID 1456, 2008;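 active = thallium flux slope and its plate-corrected score both differing from the plate sample mean at a set confidence after two filtering rounds, in either direction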;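 note: slope of fluorescence scaled to starting intensity during 10 to 20 s after thallium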
Furin inh – human furin inhibitors, primary screen, biochemical, fluorescence intensity; P09958; inhibition, % at 30 µM; purified furin, fluorogenic substrate cleavage; hit rate 0.061% among 220,000; in the data active = inhibition above about 25%; note: inactives centre near -15
KLK5 inh – human KLK5 protease inhibitors, primary screen, biochemical, 1536-well. recombinant hK5, fluorogenic AMC substrate cleavage. inhibition, % at 5 µM. hit rate 0.59% among 210,000. AID 873, 2007;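 active = inhibition of 40% or more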;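 note: 0% = enzyme controls without compound and 100% = no-enzyme blanks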
Target sequence (Q9Y337 67-293 limits assumed): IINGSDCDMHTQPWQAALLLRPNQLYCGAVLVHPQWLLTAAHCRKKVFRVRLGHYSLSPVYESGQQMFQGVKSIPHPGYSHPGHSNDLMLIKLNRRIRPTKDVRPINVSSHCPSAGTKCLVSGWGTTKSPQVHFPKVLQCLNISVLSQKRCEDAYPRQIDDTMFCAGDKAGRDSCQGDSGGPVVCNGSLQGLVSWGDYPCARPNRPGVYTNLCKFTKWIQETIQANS
Wee1 degr inh – Wee1 degradation inhibitors, primary screen, cell-based, HeLa, Wee1K328M-luciferase, luminescence | Wee1-like protein kinase (Homo sapiens), P30291 | HeLa Luc-Wee1K328M stability; 100% = proteasome inhibitor MG132 effect | reporter increase, % at 5 µM | hit rate 1.2% among 220,000 | AID 1321, 2008;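 active = activation above the mean of all tested compounds plus 3 SD, set per screening run, cut at about 8.8% in these data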;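 note: cells exposed to compound for 20 h before luminescence read; 0% = DMSO alone and 100% = MG132 at 30 µM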
PERK inh – block of dimerizer-induced PERK translation repression, primary screen, PERK inhibitor project, CHO PERK-DD cells, SEAP luminescence, HTS | Eukaryotic translation initiation factor 2-alpha kinase 3 (Homo sapiens), Q9NZJ5 | CHO PERK-DD fusion, SEAP luminescence translation reporter | inhibition, % at 5.6 µM | hit rate 0.17% among 220,000;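 active = inhibition above the mean inhibition of all tested compounds plus 3 SD, set separately per screening campaign, cut at about 2.9% in these data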;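 note: PERK kinase domain activated by AP20187 dimerizer at 100 nM; 0% = DMSO with dimerizer and 100% = rapamycin at 8.4 µM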
Thrombin inh – human alpha-thrombin inhibitors, primary screen, counter-screen for coagulation protease inhibitor project, biochemical, 1536-well, fluorogenic AMC substrate | Prothrombin (Homo sapiens), P00734 | Boc-VPR-AMC fluorogenic substrate cleavage | inhibition, % at 5 µM | hit rate 0.26% among 220,000 | AID 1046, 2008;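 active = inhibition at or above 40%; inactive = inhibition below 40%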;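 note: 0% = enzyme with no compound and 100% = wells without enzyme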
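System: human alpha-thrombin protein; Compound dosing: one concentration per compound, 5 µM, with 0.2% DMSO; Timing: reaction at room temperature; Technique: AMC fluorescence, 355/460 nm; Controls: enzyme without compound as high, wells lacking enzyme as low.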
FXIa inh – human FXIa protease inhibitors, primary screen, biochemical, 1536-well | inhibition, % at 5 µM | Coagulation factor XI (Homo sapiens), P03951 | AID 798, 2007 | purified FXIa, Boc-Glu-Ala-Arg-AMC fluorogenic substrate | hit rate 0.14% among 220,000;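 active = inhibition of at least 40%; inactive = inhibition below 40%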;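 note: fluorescence of freed AMC excited at 355 nm; 0% = enzyme without compound and 100% = no enzyme blank; many of its hits are not listed in these tables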
p97 inhibitor – inhibitors of human p97 ATPase, primary screen, biochemical. recombinant p97 ATPase, Kinase-Glo ATP luminescence, 3 h. inhibition, % at 8 µM. hit rate 0.42% among 220,000. AID 1481, 2009; in the data active = inhibition above about 15%;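 note: 0% = DMSO vehicle and 100% = wells lacking enzyme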
Active calls of the source: *; nt = not tested or not shown; [ ] = remark or other dose.

canonical_smiles,FXIIa inh 1536,Cl transport mod,Furin inh,KLK5 inh,Wee1 degr inh,PERK inh,Thrombin inh,FXIa inh,p97 inhibitor
CCOC(=O)N1CCN(S(=O)(=O)c2ccc(C(=O)Nc3nnc(C)o3)cc2)CC1,0,0.78,-2,-12,-1,0.5,-2,-4,1
Cn1c(=O)n(C)c2cc(CNc3ccc(N4CCOCC4)c(C(=O)O)c3)ccc21,8,0.65,-22[20 µM],-1,0,-0.1,2,0,2
C=CCN1C(=O)S/C(=C\c2ccc3c(c2)n(C)c(=O)n3C)C1=O,13,1.6,-9,0,-4,1.0,3,11,-3
Clc1ccc(Nc2c3c(nc4ncnn24)CCC3)cc1,10,-1.6,-23,3,-1,-0.2,-1,2,5
O=Cc1ccc(-c2ccccc2C(=O)O)o1,10,-0.16,-14,2,4,1.2,-8,1,2
Clc1nc(NCc2cccnc2)nc(N2CCOCC2)n1,6,1.5,-30[20 µM],-8,-2,-0.7,-1,-2,3
Cn1c(CSc2ccccc2)c(C#N)c2ccccc21,5,-0.9,-20,-3,0,0.3,-4,-3,1
COc1cccc(C2C(C#N)=C(N)Oc3cc(C)[nH]c(=O)c32)c1OC (stereo unspecified),11,0.024,-7,-2,2,0.7,0,-1,2
COc1ccccc1C(=O)N1CCN(C(=O)COc2cccc(C)c2)CC1,13,-0.36,-6[20 µM],-8,-1,-0.8,-1,5,1
CC1=C(C(=O)Nc2ccccc2)C(c2ccc3c(c2)OCO3)C2=C(CCCC2=O)N1 (stereo unspecified),-1,1.9,13[20 µM],1,0,-0.3,-7,0,4
CCCn1c(=S)[nH]c2cc(C(=O)N3CCc4ccccc43)ccc2c1=O,9,0.39,-23[20 µM],1,0,0.5,-18,19,0
O=C(O)CC(NC(=O)C(c1ccccc1)c1ccccc1)c1ccc(F)cc1 (stereo unspecified),9,1.1,-22,nt,-1,0.8,1,3,4
C/C(Cn1nnc2ccccc21)=N\NC(=O)c1ccc(Br)cc1,7,0.0037,-12,-1,3,0.7,-8,-4,0
O=C(N/N=C/c1ccc(Cl)cc1Cl)C1CCN(c2ncc(C(F)(F)F)cc2Cl)CC1,1,0.62,-17[20 µM],-4,-1,1.4,-1,-6,5
CC(C)C(C)(C#N)NC(=O)CSc1ncnc2sc(-c3ccccc3)cc12 (stereo unspecified),6,-3.6*,-3[20 µM],-22,1,-0.7,2,-2,0
COc1ccc(C(=O)N(c2ccc(C)cc2)C2C=CS(=O)(=O)C2)cc1OC (stereo unspecified),-3,1.3,-19,-4,0,-0.5,-14,-3,-2
Cc1ccc(NS(=O)(=O)c2cccc(C(=O)N/N=C/c3ccc4c(c3)OCCO4)c2)c(C)c1,8,-1.1,-13,-23,2,-0.6,-2,5,0
C=CCOc1ccc(C=Nc2cccc(Cl)c2)c(O)c1,9,-0.096,-18,-16,1,1.3,-6,7,3
O=C(CN1c2ccccc2Sc2ccccc21)NNC(=O)Nc1ccc(Cl)c(Cl)c1,1,0.036,-19,-5,-1,0.7,-11,-5,1
COc1cc(OC)cc(C(=O)N[C@H](C(=O)N2CCc3ccccc32)C(C)C)c1,13,0.52,-7,-12,-2,0.0,-14,2,1
C=CC(=O)NC(C)(C)CCN1CCOCC1,8,-0.63,-23,-3,7,0.4,13,-6,-1
CCCCN(CC)S(=O)(=O)c1ccc(C(=O)Nc2nnc(-c3ccccc3Cl)o2)cc1,11,nt,-28,-37,-3,0.2,2,-1,3
C=C(C)c1cccc(C(C)(C)NC(=O)Nn2cnnc2)c1,7,nt,-12,1,0,0.9,-2,0,9
COc1cc(CNc2ccc3[nH]c(=O)[nH]c3c2)ccc1OCC(=O)NC(C)(C)C,13,nt,-18,-38,-2,1.0,-1,2,-2
CC(=NC1CCCC1)c1c(C)[nH]n(-c2nc3ccccc3s2)c1=O,-3,0.84,15[20 µM],0,-1,0.0,-22,3,1
Cc1ccc(NC(=O)Nc2nnc(-c3ccccc3)o2)cc1,10,6.3,-3,-6,1,-0.4,-4,-5,2
Nc1nc(=S)c2ncn(C3OC(CO)C(O)C3O)c2[nH]1 (stereo unspecified),12,-0.027,-2,0,-1,0.3,2,2,7
CCOC(=O)C(=CNc1ccc(Oc2cccnc2)nc1)C(=O)OCC,6,-2.7,-11,4,9.9*,1.3,-1,8,-1
C=C(CC)C(=O)c1ccc(OCC(=O)O)c(Cl)c1Cl,13,-0.054,-15,-15,-1,1.2,nt,9,1
CCN(CC)S(=O)(=O)c1ccc(Cl)c(C(=O)Nc2nnc(C)s2)c1,15,1.1,-15,0,-1,0.3,2,7,-3
O=C(CCCNS(=O)(=O)c1cccs1)N1CCN(c2cccc(Cl)c2)CC1,5,0.72,-22,0,4,-0.4,-5,4,0
COc1cc(OC)cc(-c2cc(N)n(S(=O)(=O)Cc3ccccc3)n2)c1,13,nt,-29,-5,-3,0.1,-2,4,3
COc1ccc2c(c1)C=CC1(O2)N(CCO)c2ccccc2C1(C)C (stereo unspecified),9,-0.48,-38[20 µM],-11,-2,1.0,-1,3,1
Fc1ccc(Nc2ccc3ccccc3n2)c(F)c1,36,0.026,2,47*,0,0.1,36,104*,-8
CC(Sc1n[nH]c(N)n1)C(=O)C12CC3CC(CC(C3)C1)C2 (stereo unspecified),-3,1.2,-4[20 µM],-2,3,0.0,-3,-8,-5
O=C(c1n[nH]c2ccccc12)N1CCOCC1,12,0.51,-30,nt,2,-0.1,1,2,4
O=C(/C=C/c1cccs1)NC1CCS(=O)(=O)C1 (stereo unspecified),7,-0.0021,-27,-17,2,1.0,-2,-6,6
CC1(C)CC(=O)C(C=NCCN2CCN(C3CC(=O)N(c4ccc(Br)cc4)C3=O)CC2)=C(O)C1 (stereo unspecified),1,0.3,0,-7,1,0.9,5,-3,10
CNC(=O)CSc1cnc2ccccc2n1,6,0.18,-12,0,-3,0.9,3,5,0
c1ccc2c(c1)NC1(CCCCC1)n1c-2nc2ccccc21,-20,-2.3,-46,-10,-1,0.2,-10,-20,3
COc1ccc(NC(=O)CCC(=O)OCc2ccc(C(=O)Oc3ccc(Cl)cc3)cc2)cc1,15,nt,-17[20 µM],-1,1,-0.2,1,6,3
CN(C)c1ccc(/C(=N\O)c2ccccc2)cc1,15,0.51,-26[20 µM],4,4,0.7,7,2,4
COC(=O)c1nc2cc3c(cc2c(C)c1C(=O)OC)OCO3,19,nt,-27,-30,-1,0.9,6,6,1
O=C(COc1ccccc1)N1CCN(c2nnc(-c3ccccc3)c3ccccc23)CC1,10,nt,-9,-25,1,-1.6,-5,1,5
COc1cc(-c2nnc(CSc3nnc4nc(C)cc(C)n34)o2)cc(OC)c1OC,11,1.8,-19,3,2,0.4,-1,-6,0
Cc1c(C(=O)Nc2ccncc2)oc2ccccc12,19,-0.27,-14,8,0,-0.4,3,8,-6
CC(=O)Nc1ccc(NC(=O)c2c([N+](=O)[O-])c(C(C)(C)C)nn2C)cc1,10,-0.082,-19,4,-3,-0.7,5,4,2
O=C(Nc1ccc2c(c1)CCC2)c1ccc(F)c(S(=O)(=O)N2CCOCC2)c1,9,-1.2,-11,-24,3,0.4,0,5,0
Cc1cc(NC(=O)C2CCCCC2)ncc1NC(=O)c1ccccn1,5,1.4,-14,7,2,-0.6,0,-7,-5
O=C(NN1CCN(Cc2ccccc2)CC1)c1ccc(Cl)cc1,6,nt,-15,-3,-1,-0.3,2,-5,3
COc1ccccc1C(=O)NCCc1nc2ccccc2n1C,9,nt,nt,-6,nt,nt,1,8,nt
COc1ccc2[nH]c(C)c(CCNC(=S)Nc3cccc(C)c3)c2c1,24,-0.5,-17,-9,-2,0.1,1,16,9
COC(=O)c1sc2nc(SCc3cccc(F)c3)n(N)c(=O)c2c1C,2,0.86,-23,-2,1,0.4,0,3,3
O=C(Nc1ccccc1)C1=C[C@H](c2ccccc2)C[C@H](OCc2ccc(CO)cc2)O1,6,-1.2,-17,4,-1,-0.2,-2,2,3
CN1C(=O)c2cccc(NC(=O)CCc3ccccc3)c2C1=O,6,-0.33,-9,-29,-1,0.9,-10,0,-2
O=C(COc1cccc2ccccc12)NNC(=O)CSCCO,-5,0.27,-6,-20,0,0.5,-12,-7,-1

(listing goes on)
canonical_smiles,FXIIa inh 1536,Cl transport mod,Furin inh,KLK5 inh,Wee1 degr inh,PERK inh,Thrombin inh,FXIa inh,p97 inhibitor
CCOC(=O)c1sc(SC)nc1N,8,0.51,-11,15,2,1.0,-7,-8,7
CCOC(=O)CN(C(=O)CSc1nnc(CNc2ccc(C)cc2C)o1)c1ccccc1,8,-0.43,-21,0,-2,-0.9,-2,-8,-1
O=C(CCN1CCc2ccccc2C1)Nc1ccccc1,-2,-0.89,-24,4,-1,0.5,-5,-9,7
COC(=O)c1ccccc1NC(=O)CN1C(=O)c2ccccc2S1(=O)=O,1,0.82,-6[20 µM],7,-2,-0.3,-1,-6,2
CSCC[C@H](NC(=O)OCc1ccccc1)C(=O)O,23,nt,-17[20 µM],-33,-1,1.4,1,18,3
CCOc1ccc(N/C(=C(/C(Cl)=C(Cl)Cl)[N+](=O)[O-])n2cncn2)cc1,-9,-0.039,-12[20 µM],-31,-3,0.8,9,-11,5
CN(C)c1ccc(/C=N/NC(=O)c2ccc3nc[nH]c3c2)cc1,1,-1.2,10,26,1,-0.1,-5,1,0
Cc1ccn2cc(-c3cccc(NC(=O)c4ccccc4)c3)nc2c1,5,-1.6,-6,-13,-1,-1.4,-6,7,-2

Reformatted as labelled records: entries from further up
> CCOC(=O)N1CCN(S(=O)(=O)c2ccc(C(=O)Nc3nnc(C)o3)cc2)CC1
  FXIIa inh 1536 = 0
  Cl transport mod = 0.78
  Furin inh = -2
  KLK5 inh = -12
  Wee1 degr inh = -1
  PERK inh = 0.5
  Thrombin inh = -2
  FXIa inh = -4
  p97 inhibitor = 1

> Cn1c(=O)n(C)c2cc(CNc3ccc(N4CCOCC4)c(C(=O)O)c3)ccc21
  FXIIa inh 1536 = 8
  Cl transport mod = 0.65
  Furin inh = -22[20 µM]
  KLK5 inh = -1
  Wee1 degr inh = 0
  PERK inh = -0.1
  Thrombin inh = 2
  FXIa inh = 0
  p97 inhibitor = 2

> C=CCN1C(=O)S/C(=C\c2ccc3c(c2)n(C)c(=O)n3C)C1=O
  FXIIa inh 1536 = 13
  Cl transport mod = 1.6
  Furin inh = -9
  KLK5 inh = 0
  Wee1 degr inh = -4
  PERK inh = 1.0
  Thrombin inh = 3
  FXIa inh = 11
  p97 inhibitor = -3

(next part)
canonical_smiles,FXIIa inh 1536,Cl transport mod,Furin inh,KLK5 inh,Wee1 degr inh,PERK inh,Thrombin inh,FXIa inh,p97 inhibitor
COC(=O)c1ccc(Cl)c(NC(=O)NC23CC4CC(CC(C4)C2)C3)c1,19,0.46,-3[20 µM],-5,1,0.0,1,-3,-5
COc1ccccc1Nc1nc(N)nc(CSc2nncn2C)n1,15,-0.076,-8[20 µM],-8,0,-0.6,-4,-1,-2
Cn1c(=O)c2cc(NC(=O)c3ccccc3Cl)c(=O)oc2n(C)c1=O,24,-2.3,-8,-8,-1,0.4,80*,34,4
CC(=O)Nc1ccc(S(=O)(=O)N(C)c2ccc(OCC(=O)OCC(=O)NCc3ccco3)cc2)cc1,14,0.019,-33,9,8,1.1,4,3,4
c1ccc(Cn2nnnc2CN2CCOCC2)cc1,11,-0.044,-12[20 µM],3,4,0.6,0,4,-3
